DRD3 antagonist: D3 dopamine receptor (human) antagonism; actives 2.5% (n = 360,000); AID 652054; D3R cells, DiscoveRx beta-arrestin luminescence, antagonist mode; hits give low values; P35462; max response, negative = inhibition, %; in the data active = max response below about -50%; inconclusive = no clear call, values can overlap the other calls; also: % is scaled to controls: 0 for no effect and ±100 for the full control effect; mostly tested at two doses, the higher about 12 µM
Target sequence (P35462 whole entry, looked up): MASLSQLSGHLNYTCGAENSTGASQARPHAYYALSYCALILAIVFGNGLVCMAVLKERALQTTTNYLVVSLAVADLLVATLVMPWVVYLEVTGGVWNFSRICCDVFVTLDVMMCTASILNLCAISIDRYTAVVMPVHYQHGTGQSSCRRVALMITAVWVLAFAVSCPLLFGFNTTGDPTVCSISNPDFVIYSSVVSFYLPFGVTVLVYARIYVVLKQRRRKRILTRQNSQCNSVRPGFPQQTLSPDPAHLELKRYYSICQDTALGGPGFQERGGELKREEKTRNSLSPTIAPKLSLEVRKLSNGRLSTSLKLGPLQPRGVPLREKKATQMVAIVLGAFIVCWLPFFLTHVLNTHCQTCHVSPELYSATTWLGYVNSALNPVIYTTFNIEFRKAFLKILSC
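Cells expressing the human receptor were seeded at 1500 cells/well, incubated overnight at 37 degrees C in 5% CO2, then exposed to library compounds with dopamine controls for 90 minutes at 37 degrees C before luminescent detection.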
Akt phos inh: Akt phosphorylation inhibition; Neuro2A IGF-stimulated pAkt S473 HTRF, 20 min; hits give low values; activity change, % for hits at 50 µM; actives 0.32% (n = 360,000); AID 651550; in the data active = activity change below about -80%; inconclusive = mostly about -51% to -80%; also: % is scaled to controls: 0 for no effect and ±100 for the full control effect
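Neuro2A cells in DMEM with 0.5% FBS, overnight at 37 deg C, given compound at single 50 µM final, then IGF (6 nM final) for 20 min at 37 deg C. Lysed; phospho-Akt Ser473 by HTRF after 24 h, 665/615 ratio.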
TDP43 rescue: TDP-43 toxicity inhibition in yeast | TDP-43 expressing yeast growth rescue, BacTiter-Glo, 24 h | Potency, µM (titrated, usually from 46.1 µM), inactives show at the highest dose growth rescue (activation), actives largely listed as activators | actives 1.8% (n = 410,000); also: potency is read from the fitted curve at half-maximal effect; % of control where 0% means no effect; nearly all actives have a fitted effect of over 50% in size
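Yeast cells expressing TDP-43 under galactose induction are exposed to compounds for 24 hr at 30 deg C. BacTiter-Glo luminescence measures growth, so protective compounds score as activators.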
GLP1R inv ag: inverse agonists of human GLP-1 receptor. HEK293 GLP-1R CRE-luciferase, luminescence, 24 h; GLP-1R form is constitutively active. Potency, µM (doses to about 38.3 µM), without a hit: at the highest dose activity change, negative = inhibition, usual class: inhibitors. actives 1.6% (n = 410,000). AID 624417; also: potency is read from the fitted curve at half-maximal effect; % is scaled to controls: 0 for no effect and ±100 for the full control effect; nearly all actives have a fitted effect of over 55% in size
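Assay principle: reduced luminescence from a cAMP-responsive reporter in HEK293 cells co-expressing a constitutively active GLP-1R. Conditions: 24 hr compound incubation, 37 deg C, 5% CO2.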
GLP-1R agonist: agonists of human GLP-1 receptor; P43220; HEK293 GLP-1R CRE-luciferase, luminescence, 4-6 h; cells express a hypersensitive GLP-1R form; Potency, µM (highest dose often 45.6 µM), for the others: at the top dose activation, hits mostly activators; actives 0.007% (n = 380,000); also: potency is read from the fitted curve at half-maximal effect; % of control where 0% means no effect
aSyn rescue: inhibitors of alpha-synuclein toxicity in yeast; actives 0.14% (n = 370,000); Potency, µM (highest dose often 46.1 µM), inactives show top-dose growth rescue (activation), hits mostly activators; AID 652106; Yeast expressing alpha-synuclein, growth rescue, BacTiter-Glo, 24 h; also: potency is read from the fitted curve at half-maximal effect; % of control where 0% means no effect; nearly all actives have a fitted effect of over 65% in size
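Screening used galactose-induced yeast with toxic alpha-synuclein levels, exposed to compound for 24 hr at 30 deg C. Cell growth, read with BacTiter-Glo luminescence, gave the measured signal.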
PTHR1 ag: agonists of human PTHR1 parathyroid hormone receptor; Q03431; HEK293 GP2 PTHR1 cells, GloSensor cAMP luminescence, 1 h; Potency, µM (top dose mostly 115 µM), without a hit: at the highest dose activation, hits mostly activators; actives 0.075% (n = 410,000); AID 743266; also: potency is read from the fitted curve at half-maximal effect; nearly all actives have a fitted effect of over 55% in size; some results filed as inactive show a strong effect at the top dose; inactives centre near -15; many of its hits are not listed in these tables
Target sequence (Q03431 whole entry, looked up): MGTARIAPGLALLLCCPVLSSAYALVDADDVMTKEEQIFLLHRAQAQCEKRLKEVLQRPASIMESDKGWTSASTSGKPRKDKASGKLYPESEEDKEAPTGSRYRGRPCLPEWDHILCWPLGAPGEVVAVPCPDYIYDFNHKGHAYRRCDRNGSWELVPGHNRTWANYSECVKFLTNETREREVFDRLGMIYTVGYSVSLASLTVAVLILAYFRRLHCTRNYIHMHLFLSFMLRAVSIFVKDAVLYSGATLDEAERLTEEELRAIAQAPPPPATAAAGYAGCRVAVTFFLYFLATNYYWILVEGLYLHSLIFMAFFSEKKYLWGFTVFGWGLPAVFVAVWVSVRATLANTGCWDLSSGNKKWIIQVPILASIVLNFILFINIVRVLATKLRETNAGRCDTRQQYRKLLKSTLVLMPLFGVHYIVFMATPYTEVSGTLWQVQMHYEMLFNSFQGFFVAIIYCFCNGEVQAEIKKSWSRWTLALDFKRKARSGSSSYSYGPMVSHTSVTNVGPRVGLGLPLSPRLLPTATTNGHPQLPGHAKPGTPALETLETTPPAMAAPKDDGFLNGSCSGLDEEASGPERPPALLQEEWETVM
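HEK-293-derived GP2 cells expressing PTHR1 and a GloSensor cAMP reporter, 3,000/well, plated overnight, given luciferin plus IBMX (each 0.5 mM as added) for 1 h at 37 °C, then compound for 1 h at 37 °C. Luminescence was read after 15 min at room temperature.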
Abeta rescue: A-beta toxicity reversal in yeast; yeast expressing A-beta42, growth rescue, OD600, 48 h; response scale: 0% DMSO, 100% iron-clioquinol control; Potency, µM (doses to about 46.1 µM), for inactives: at the top dose growth rescue, hits mostly activators; actives 0.063% (n = 410,000); AID 1347071; also: potency is read from the fitted curve at half-maximal effect; nearly all actives have a fitted effect of over 55% in size
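Yeast growth medium received pinned compounds, then yeast cells expressing toxic A-beta were added; plates incubated at 30 C for 48 hr. Growth read as absorbance at 600 nm, normalized to DMSO and equimolar FeCl3 plus clioquinol controls.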
FUS yeast rescue: FUS proteinopathy suppression in yeast. S. cerevisiae FUS-expressing, growth rescue, OD600, 24 h. Potency, µM (doses to about 76.6 µM), inactives show at the top dose growth rescue (activation), most hits filed as activators. AID 1347120. actives 0.24% (n = 390,000);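 also: potency is read from the fitted curve at half-maximal effect; plate controls were DMSO vehicle for no effect and reference control for full effect; nearly all actives have a fitted effect of over 55% in size; some results filed as inactive show a strong effect at the top dose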
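FUS-expressing yeast, raffinose-pregrown, induced in 2% galactose minimal medium at OD 0.005; compounds in a dilution series, 24hr at 30C. Growth restoration read as absorbance at 600 nm. CP55940 positive control, DMSO negative.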
* hit, by the source's call; i = inactive; ? = inconclusive; / = no result given; & = joins results of further samples; [ ] = another dose, or the depositor's remark. Unless noted, calls follow the shape of the dose curve; as a rule, active = well fitted curve in the direction sought with a large enough effect; inconclusive = small, poorly fitted or top-dose-only effect, or another doubt; inactive = no such curve, though single readings can be large; an effect the other way counts as inactive or inconclusive. An excerpt; the hit share may differ from the screen's.

SMILES	DRD3 antagonist	Akt phos inh	TDP43 rescue	GLP1R inv ag	GLP-1R agonist	aSyn rescue	PTHR1 ag	Abeta rescue	FUS yeast rescue
COc1ccc(-n2cnnc2SCC(=O)NCc2cccs2)cc1	20	i	1%	7%	-5%	-4%	0%[57.5 µM]	5%	-2%
Cc1cccc(/C=C2\CS/C(=C\c3cccc(C)c3)C2=O)c1	3	i	6%	-24%	-11%	-7%	-14%	11%	-8%
CCOc1ncccc1C(=O)OCC(=O)c1ccc[nH]1	-2	i	14%	2%	0%	-1%	i	-14%	21%
Cc1ccc(OCC(O)Cn2nc(C)cc2C)cc1 (configuration not stated)	12	i	9%	-28%	-1%	8%	-3%	10%	-6%
CCOc1ccc(S(=O)(=O)N(C)C)cc1-c1nc2c(C(C)(C)C)nn(C)c2c(=O)[nH]1	7	i	-24%	19%	5%	1%	i	-2%	11%
O=C(CN1CCN(CC(=O)c2ccccc2)CC1)c1ccccc1	?	i	-20%	2%	-2%	-5%	?	6%	11%
Clc1ccc(CSc2nnc(-c3ccc4c(c3)OCO4)o2)cc1	18	i	18%	-23%	-17%	3%	-18%	19%	-13%
COc1ccc(OC)c(Nc2nc(-c3ccccc3O)nc3ccccc23)c1	32	i	-19%	1%	4%	3%	i	-6%	3%
CCOC(=O)[C@@H]1[C@H]2COc3ccc(Br)cc3[C@H]2N2C(=O)N(c3ccc(C)cc3)C(=O)[C@@]12C	8	i	23%	12%	-4%	-2%	i	3%	-19%
FC(F)Oc1ccc(NC(=S)NCc2ccccc2)cc1	-5	i	?	?	7%	0%	-13%	10%	-20%
CCOc1ccc2nc(NC(=O)CSc3nnnn3C3CCCCC3)sc2c1	?	i	-33%	?	9%	9%	-72%[inhibitor]	-14%	6%
Cn1c(=O)c2c(ncn2CC(=O)OCC(=O)Nc2cc(Cl)ccc2Cl)n(C)c1=O	-4	i	19%	8%	13%	1%	i	9%	/
CCN(CC)C(=O)c1ccc2c(c1)N(Cc1c(F)cccc1Cl)C(=O)c1ccccc1S2	/	/	22µM*	?	-5%	/	-1%	0%	?
CSc1sc(C(=O)N2CCc3ccccc32)cc1S(=O)(=O)C(C)C	-1	i	-2%	-2%	4%	-7%	i	-6%	0%
COc1ccc2ccccc2c1/C=N/NC(=O)c1ccc(C)nc1	-11	i	-2%	-17%	5%	-3%	-11%	-2%	-34%

Individual results from above.
COc1ccc(OC)c(Nc2nc(-c3ccccc3O)nc3ccccc23)c1 in TDP43 rescue has -19%
CCOc1ncccc1C(=O)OCC(=O)c1ccc[nH]1 in FUS yeast rescue has 21%
CSc1sc(C(=O)N2CCc3ccccc32)cc1S(=O)(=O)C(C)C in GLP1R inv ag has -2%

(continued)
SMILES	DRD3 antagonist	Akt phos inh	TDP43 rescue	GLP1R inv ag	GLP-1R agonist	aSyn rescue	PTHR1 ag	Abeta rescue	FUS yeast rescue
COc1ccc(NC(=O)CN2C(=O)COc3ccc(S(=O)(=O)Nc4ccccc4)cc32)cc1	/	/	?	-17%	0%	/	-11%	-7%	?
CC(=O)Nc1ccc(NC(=O)c2cc(-c3ccc(C)cc3O)n[nH]2)cc1	24	i	6%	15%	-5%	0%	i	-2%	21%
CCC(=O)Nc1ccc(C(=O)NNC(=O)c2cc(OC)c(OC)c(OC)c2)cc1	-6	i	-25%	8%	1%	-3%	i	-13%	33%
Cc1ccc(NC(=O)C2C3CCCC2C3c2ccccc2)cc1C (configuration not stated)	?	i	-7%	0%	-3%	-9%	-15%[57.5 µM]	-12%	-6%
COc1ccc(OCC(=O)NCC(c2ccc(OC)cc2)N2CCCCC2)cc1 (configuration not stated)	-62*	i	-24%&4%	10%&5%	5%	-8%	-19%	7%&-18%	5%&-7%
Cc1cccc2[nH]c(CN(C)Cc3nc(CC4CC4)no3)nc12	-1	i	-17%[0.397 µM]	-37%	15%	-3%	-25%	-20%	18%
Cn1c(SCC(=O)NNC(=O)c2ccccc2O)nnc1-c1ccccc1	1	i	-9%	-2%	3%	-2%	i	-30%[inhibitor]	6%
COc1ccc(NC(=O)C2=CC=CN3CCS(=O)(=O)N=C23)c(OC)c1	4	i	16%	-1%	1%	-6%	i	1%	/
O=C(Nc1cccc(OC(=O)c2ccc(Br)o2)c1)c1ccccc1	-6	i	22µM*	1%	4%	-7%	i	-5%	12%
COc1ccc(OC)c(S(=O)(=O)NC2CC(=O)N(c3cccc(F)c3)C2)c1 (configuration not stated)	1	i	-7%	-10%	6%	1%	i	-8%	-1%
Cn1c(=O)n(C)c2cc(/C=C3/NC(=O)N(Cc4ccccc4)C3=O)ccc21	19	i	-16%	0%	16%	1%	i	3%	6%
CCCCN(C(=O)CSc1cc(C)c2ccc(OC)cc2n1)c1c(N)n(Cc2ccccc2)c(=O)[nH]c1=O	14	i	17%	8%	2%	8%	i	-4%	?
CCOc1ccccc1NC(=O)c1ccc(C(=O)Nc2ccccc2OCC)cc1	/	/	13%	4%	/	/	i	-8%	-7%
COc1ccc(NC(=O)CN(C)C(=O)CCCN2C(=O)c3cccc4cccc(c34)C2=O)cc1	-7	i	-17%	25%	13%	2%	14%	-11%	43%
O=C(Nc1cccn2ncnc12)c1ccc(Cl)cc1Cl	-2	i	25%	7%	-7%	-6%	i	-1%	2%
CCC(=O)NCC(c1cccs1)N1CCOCC1 (configuration not stated)	4	i	-15%	-5%	-2%	0%	-12%[57.5 µM]	9%	-19%
CCCOc1ccc(/C=N/O)cc1	7	i	18%	29%	-1%	15%	i	-33%[inhibitor]	1%
Cc1cc(F)ccc1NC(=O)CCSc1nc(-c2ccco2)cc(C(F)(F)F)n1	/	/	17%	-15%	/	/	i	-6%	5%
CCS(=O)(=O)N1CCc2cc(C(=O)Nc3cccc(Cl)c3C)ccc21	/	/	-2%	-12%	/	/	-26%	-24%	8%
CC(Oc1ccc2c3c(c(=O)oc2c1)CCC3)C(=O)NCC1CCC(C(=O)O)CC1 (configuration not stated)	225	i	11%	12%	0%	-2%	i	-13%	9%
COc1nc(Cc2ccc(Cl)cc2)nc2ccccc12	15	i	-3%	-31%	19%	3%	-16%	7%	7%
CNc1nc(C)cc(C)c1S(=O)(=O)c1ccc(C)cc1	-15	i	15%	?	18%	5%	-19%	-10%	-11%
O=C(NCC1CCCO1)C1CCN(C(=O)c2ccc(Br)cc2)CC1 (configuration not stated)	7	i	-19%	-11%	-8%	0%	i	4%	18%
COc1ccccc1NC(=S)N(C(C)C)C(C)c1ccccn1 (configuration not stated)	9	i	11%[9.22 µM]	24%	2%	2%	i	7%	-12%
C/C=C/c1ccc(OC(C)=O)c(OC)c1	-20	i	13%	25%	2%	-12%	-30%[inhibitor]	-12%	15%
OCCN(/C=N/c1nc(-c2ccc(Br)cc2)cs1)CCO	-21	i	?	13%	0%	-21%	-7%	-18%	/
CC(C)Oc1ccc(C(=O)/C=C2/C(=O)Nc3ccccc32)cc1	-17	i	?	?	-2%	-76%[inhibitor]	-34%[inhibitor]	?	15%
Cc1cccc(OCC(=O)NC(=S)N2CCCc3ccccc32)c1	17	i	-19%	3%	-1%	-15%	i	-1%	27%
Cc1ccc(N2CC(C(=O)OCC(=O)c3ccc([N+](=O)[O-])cc3)CC2=O)cc1 (configuration not stated)	5	i	2%	1%	4%	4%	-19%	11%	10%
COc1ccc(CCNC(=O)c2ccc(CNS(=O)(=O)c3cccc(Cl)c3)cc2)cc1OC	16	i	18%	0%	-3%	-1%	-13%	18%	/
COc1ccccc1-n1c2nc3ccccc3nc2c2c(=O)n(-c3cc(C)cc(C)c3)cnc21	-5	i	11%	-4%	7%	-6%	-49%[inhibitor]	-10%	54%
O=C(Cc1nn[nH]n1)Nc1cc(Cl)cc(Cl)c1	-2	i	7%	34%	-1%	0%	-17%	-19%	-8%
C=CCn1c(-c2c(C)nc3cc(C)ccn23)n[nH]c1=S	0	i	-31%[inhibitor]	0%	-2%	0%	-18%	-9%	/
COC(=O)[C@]12CCCCC=C1N(Cc1ccco1)C(=O)[C@H](CC(=O)NCCc1ccccc1OC)C2	-5	i	22%	-4%	6%	9%	8%	0%	?
CS(=O)(=O)Nc1cccc(-c2ccc3nncn3c2)c1	8	i	9%	3%	4%	0%	-13%	3%	-16%
CC1CCN(Cc2nc3c(c(=O)n(C)c(=O)n3C)n2CCCc2ccccc2)CC1	-4	i	14%	11%	0%	1%	-10%[57.5 µM]	10%	-9%
CCOc1ccc2oc(=O)cc(CN3CCN(C(=O)c4cccc(F)c4)CC3)c2c1	/	/	19%	-7%	/	/	i	-4%	15%
CCOC(=O)c1cc(OC(=O)c2ccc(OC)c(OC)c2)n(-c2ccccc2)n1	/	/	0%	15%	-2%	-30%[inhibitor]	i	-17%	16%
COc1cccc(CC(=O)OCc2csc(CC(=O)Nc3ccccc3C)n2)c1	-1	i	10%	-3%	-1%	8%	i	-14%	12%
CSCCCNC(=S)Nc1ccc(N2CCOCC2)cc1	1	i	8%	3%	5%	4%	i	-5%	2%
O=C(COc1ccc(Br)cc1)NCCNC(=O)c1cccnc1	0	i	0%	-3%	-3%	-3%	?	-2%	40%
COCCNc1nc(NCc2ccccc2OC)c2cnn(C)c2n1	/	/	5%	26%	/	/	-53%[inhibitor]	-2%	-3%
Cc1nn(S(=O)(=O)N2CCOCC2)c(C)c1Br	2	i	17%	10%	3%	6%	i	4%	-33%
CCOc1ccc(N(CC)C(=O)c2cc3c(=O)oc4ccccc4c3s2)cc1	/	/	6%	3%	2%	/	-8%	-3%	-15%

High-throughput results from PubChem BioAssay.
